aGlu spleen mod = inhibits or activates alpha-glucosidase in human spleen homogenate; P10253; actives 0.006% (n = 240,000); human spleen homogenate, 4-MU-alpha-glucoside fluorescence; Potency, µM (highest dose often 79.9 µM), for the others: top-dose activity change, negative = inhibition, actives largely listed as inhibitors;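 further: potency means the concentration at half of the fitted maximal effect; 0% = enzyme with vehicle and -100% = no enzyme basal signal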
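Human spleen homogenate (1 ug) with 4-methylumbelliferyl-alpha-D-glucopyranoside (1 mM final) in 50 mM citrate/phosphate pH 5.0, 0.01% Tween-20; 40 min at 37 C. Stopped at pH 10; 4-MU fluorescence Ex 365/Em 440 nm; AC50 by Hill fit.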
CBFb-RUNX1 inh = CBF-beta/RUNX1 interaction disruption; Q01196+Q13951; AlphaScreen CBFb-His/RUNX1-biotin binding, biochemical; Potency, µM (titrated, usually from 59.8 µM), inactives show at the highest dose activity, negative = inhibition, most hits filed as inhibitors; 230,000 tested, under 10 active; AID 1477; further: % of control where 0% means no effect
Target sequence (Q01196 whole entry, looked up): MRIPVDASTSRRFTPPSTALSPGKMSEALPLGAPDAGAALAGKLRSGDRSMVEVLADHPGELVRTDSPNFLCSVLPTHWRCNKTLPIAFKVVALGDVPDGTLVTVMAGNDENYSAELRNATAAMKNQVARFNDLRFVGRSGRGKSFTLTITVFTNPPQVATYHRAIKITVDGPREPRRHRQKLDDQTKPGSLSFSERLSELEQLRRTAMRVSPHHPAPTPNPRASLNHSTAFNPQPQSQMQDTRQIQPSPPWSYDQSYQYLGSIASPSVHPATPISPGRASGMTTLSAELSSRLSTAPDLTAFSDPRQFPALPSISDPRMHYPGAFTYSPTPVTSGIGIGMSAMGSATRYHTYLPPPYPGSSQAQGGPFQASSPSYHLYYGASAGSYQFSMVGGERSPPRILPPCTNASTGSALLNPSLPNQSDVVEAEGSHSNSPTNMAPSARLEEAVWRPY
Target sequence (Q13951 whole entry, looked up): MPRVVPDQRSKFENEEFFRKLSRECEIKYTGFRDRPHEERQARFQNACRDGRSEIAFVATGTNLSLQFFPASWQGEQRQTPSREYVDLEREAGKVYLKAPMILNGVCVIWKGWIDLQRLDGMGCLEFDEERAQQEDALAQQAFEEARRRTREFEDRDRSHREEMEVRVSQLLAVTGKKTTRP
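Read-out: AlphaScreen. Format: His-CBF-beta with biotinylated RUNX1 (30 nM each) preincubated 20 min, compound 15 min, Ni-chelate plus streptavidin beads 90 min; room temperature throughout.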
GAA inh = inhibitors of human lysosomal alpha-glucosidase. P10253. actives 0.005% (n = 200,000). purified human GAA, 4-MU-alpha-glucoside fluorescence. AID 1466. Potency, µM (series often up to 76.9 µM), without a hit: at the top dose activity change, negative = inhibition, actives largely listed as inhibitors;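 further: potency means the concentration at half of the fitted maximal effect; plate controls were uninhibited enzyme wells for no effect and no-enzyme background for full effect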
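Fluorescence at Ex 365/Em 440 nm from 4-methylumbelliferone reported enzyme activity after 20 min at room temperature. Reactions used 4 nM enzyme and 400 uM substrate at pH 5.0; curves fitted with the Hill equation.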
HttQ103 aggreg = inhibitors of mutant huntingtin aggregate formation in PC12 cells | PC12 HttQ103-GFP aggregates, Acumen cytometry, 40 h | Potency, µM (titrated, usually from 46.1 µM), for inactives: at the highest dose activity change, negative = inhibition, hits mostly inhibitors | actives 1.1% (n = 220,000) | AID 1688; further: potency means the concentration at half of the fitted maximal effect; on the % scale 0 is the no-effect control and ±100 the full control effect; nearly all actives have a fitted effect of over 60% in size
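PC12 cells stably carrying ecdysone-inducible HTT exon 1 Q103–GFP were induced with tebufenozide (100 nM final) and treated with library compounds in titration. GFP aggregates in lysates were counted by laser scanning cytometry.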
LMNA splice mod = changes lamin A minigene splicing in HeLa cells | actives 0.01% (n = 200,000) | AID 1487 | HeLa LMNA splicing GFP/RFP minigene ratio, 48 h | Potency, µM (titrated, usually from 46.1 µM), for inactives: at the highest dose ratio change, negative = inhibition, usual class: inhibitors; active means well fitted inhibition curve with a large enough effect in the signal ratio, with a control signal flat, not every such curve was filed as active; inconclusive means small, poorly fitted or top-dose-only effect, or effect the other way, or a change in a side signal; the % refers to the signal ratio; further: potency means the concentration at half of the fitted maximal effect; on the % scale 0 is the no-effect control and ±100 the full control effect
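Read-out is the ratio of GFP to DsRed2 object intensity, acquired by 488 nm laser-scanning cytometry on HeLa lamin A-EGFP minigene reporter cells. Compound incubation 48 hrs at 37 °C in Opti-MEM with 2% FBS; DMSO 0.5% final.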
HTT cytoprotect = cytoprotection in Huntington HTT-Q103 PC12 cell model; AID 1471; Potency, µM (titrated, usually from 56.4 µM), without a hit: cytoprotection (ATP increase), usual class: activators; PC12 HTT-Q103 induced, cytoprotection, ATP luminescence, 40 h; actives 0.14% (n = 230,000);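 further: potency means the concentration at half of the fitted maximal effect; % of control where 0% means no effect; nearly all actives have a fitted effect of over 45% in size; toxic huntingtin expression switched on by the ecdysone agonist tebufenozide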
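Readout: ATPlite luminescence (ATP level). Model: stable PC12, inducible Htt exon1 Q103-GFP. Inducer: tebufenozide, 100 nM final. Compounds: dose series. No G418 in medium.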
GAA glycogen = GAA glycogen-cleavage inhibition or activation | AID 2100 | recombinant GAA, glycogen substrate, Amplex Red glucose oxidase fluorescence | P10253 | Potency, µM (top dose mostly 76.4 µM), inactives show at the top dose activity change, negative = inhibition, actives largely listed as inhibitors | actives 0.38% (n = 300,000);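 further: potency means the concentration at half of the fitted maximal effect; 0% = full enzyme reaction and -100% = no-enzyme basal signal; the screen sought inhibitors and activators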
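Natural-substrate format: glycogen cleavage by 4 nM human enzyme, glucose read by Amplex Red coupling (Ex 573, Em 610 nm). Normalized to enzyme and no-enzyme controls.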
The depositor's hits bear a star; u = inconclusive; x = not tested or not shown; & = joins results of further samples; [ ] = dose if it differs, or a comment. Unless noted, the call rests on the fitted dose curve; in most records, active means well fitted curve in the direction sought with a large enough effect; inconclusive means small, poorly fitted or top-dose-only effect, or another doubt; inactive means no such curve, though single readings can be large; an effect the other way counts as inactive or inconclusive.

SMILES	aGlu spleen mod	CBFb-RUNX1 inh	GAA inh	HttQ103 aggreg	LMNA splice mod	HTT cytoprotect	GAA glycogen
O=c1c(C=NCCCn2ccnc2)c(-c2ccccc2)[nH]n1-c1nc2ccccc2s1	-4%	-18%	-1%	21%	-5%	1%[10 µM]	1%
Cc1ccc(OCCn2c(=O)n(C)c3ccccc32)cc1	-4%	9%	-7%	25%[9.22 µM]	2%[46 µM]	20%[10 µM]	-1%
Cc1cc(C(=O)NNC(=O)c2cccc(C(F)(F)F)c2)no1	-3%	2%	-4%	2%[9.22 µM]	x	3%[10 µM]	8%
COc1ccc(N(CCCN2C(=O)c3cccc4cccc(c34)C2=O)C(=O)c2cccs2)cc1	-5%	-18%	2%	-17%	-5%	-10%[10 µM]	1%
COc1cc(/C=C/C(=O)c2ccc(C)c([N+](=O)[O-])c2)cc(OC)c1O	-10%	1%	-5%	u	u	7%[10 µM]	u
Cc1[nH]n(-c2ccccc2)c(=O)c1/C=C1\C=NN=C1c1ccccc1	-11%	-12%	x	1%[9.22 µM]	x	8%[10 µM]	-6%
Cc1c(C)c(C)c(CN2CCSCC2)c(C)c1C	7%	15%	u	-5%[9.22 µM]	-15%[46 µM]	0%[10 µM]	4%
Cc1ccc(-c2nn3c(C)nnc3s2)cc1NC(=O)CSc1ccc(Cl)cc1	-2%	2%	-1%	-4%	-3%	2%[10 µM]	6%
Cc1cc(C)n(CCNc2nc3nonc3nc2N2CCCCC2)n1	-6%	6%	1%	9%	x	20%	3%
CCOC(=O)c1c(NC(=O)C2CC2)sc(C)c1CC	1%	5%	-3%	-24%	6%	x	0%
C/C(=N\NC(=O)c1c[nH]c2ccccc12)c1ccc2c(c1)OCO2	-14%	11%	-5%	18%	-12%[46 µM]	-59%[inhibitor]	-5%
COc1ccccc1N1CCN(C(=O)c2cn(-c3ccccc3)nc2-c2cccnc2)CC1	-3%	1%	-9%	-10%	-26%	-58%[inhibitor][10 µM]	-21%
CCOc1ccc(NS(=O)(=O)c2ccc(NC(=S)NC(=O)CC(C)C)cc2)cc1	-6%	-1%	-7%	u	-5%	-27%	-20%
O=C(CSc1nc(-c2ccccc2)nc2c1Cc1ccccc1O2)Nc1ccc(C(=O)O)cc1	8%	u	-2%	0%	17%[46 µM]	3%[10 µM]	5%
CCN1CCN(CCc2nc3cc([N+](=O)[O-])ccc3n2C)CC1	0%	-1%	x	-2%[9.22 µM]	x	8%[10 µM]	3%
CCOc1ncccc1C(=O)Nc1ccc(F)c(Cl)c1	-2%	-1%	1%	25%[9.22 µM]	x	-41%	11%
CCCCC(=O)NS(=O)(=O)c1ccc(N=NN2CCOCC2)cc1	2%	-1%	-2%	-11%	-9%	-12%[10 µM]	2%
CCOc1ccc(-c2nnn(CC(=O)NCc3cccs3)n2)cc1	3%	-2%	-3%	5%[9.22 µM]	18%	-11%	6%
CCc1nn2cc(-c3ccccc3)nc2s1	-7%	4%	-5%	-9%	16%	-26%[1.9 µM]	1%
O=c1cc(CN2CCN(S(=O)(=O)/C=C/c3ccccc3)CC2)c2ccc(O)cc2o1	u	-12%	u	-15%	u	-2%[10 µM]	-18%
CCn1cc(C(=O)N2CC(C)CC(C)C2)c(=O)c2cc(S(=O)(=O)N3CCOCC3)ccc21 (stereo not drawn)	-5%	1%	-12%	6%	u	-5%[0.074 µM]	-4%
CC(Cl)C(=O)NNC(=O)CNS(=O)(=O)c1ccccc1 (stereo not drawn)	1%	-2%	-1%	6%[9.22 µM]	x	-1%[10 µM]	-10%
CN(C)c1nc(N)c2ncc(=S)[nH]c2n1	-5%	5%	-6%	4%	-14%[46 µM]	x	u
Cc1nn(C)c(C)c1S(=O)(=O)N1CCC(C(=O)Nc2ccc3c(c2)OCCO3)CC1	-17%	-2%	1%	-5%	-3%	-2%	-15%
CC(=O)N(c1ccc(Cl)cc1)c1nc(C)cc(C)c1C#N	3%	7%	u	7%[9.22 µM]	x	18%[10 µM]	-3%

Following part
SMILES	aGlu spleen mod	CBFb-RUNX1 inh	GAA inh	HttQ103 aggreg	LMNA splice mod	HTT cytoprotect	GAA glycogen
COc1ccc(N(C(C)=O)C2C=CS(=O)(=O)C2)c(OC)c1 (stereo not drawn)	1%	-1%	-1%	9%	-10%	-14%	-22%
O=C(Cn1cnc2cc([N+](=O)[O-])ccc2c1=O)NC(c1ccccc1)c1ccccc1	-7%	9%	5%	-10%	-4%	5%[10 µM]	12%
O=C(NCCc1ccccc1)C1CCC(Cn2c(=O)c3ccccc3n(Cc3cccnc3)c2=O)CC1 (stereo not drawn)	-1%	1%	-5%	-7%	u	x	6%
CCN(CC)Cc1nc2sc(C)c(C)c2c(=O)[nH]1	4%	0%	5%	-10%	u	-8%	-3%
Cc1cccc(N(CC(=O)NC(C)(C)C)C(=O)CNC(=O)c2cccs2)c1C	0%	6%	x	8%[9.22 µM]	x	-8%[10 µM]	0%
COc1ccc(-c2nc(-c3cccc(C)c3)nc(N3CCN(C)CC3)c2C#N)cc1	5%	0%	-2%	-16%	-2%	4%	-8%
CC1CC(C)CN(CCOc2cccc(Cl)c2Cl)C1 (stereo not drawn)	0%	9%	-4%	-9%	3%	30%[10 µM]	3%
O=C(Nc1ccccc1C(=O)N1CCOCC1)c1ccc(CSc2ccccc2)cc1	-8%	3%	-4%	2%	x	-59%	5%
CCCC(=O)Nc1ccc(Cl)c(NC(=S)NC(=O)C(C)C)c1	3%	4%	-3%	18%[9.22 µM]	-2%[46 µM]	6%	12%
CCCOCC1CC(CCc2nc(=S)[nH][nH]2)C(=O)O1 (stereo not drawn)	3%	0%	-12%	11%	-2%	24%[10 µM]	-11%
CNC(=O)CS(=O)(=O)CC(=O)Nc1cc(OCCOC)c(Cl)cc1Cl	7%	12%	x	13%[9.22 µM]	x	0%[10 µM]	-4%
COc1cccc2c3c(c(C)nc12)CCN3c1ccccc1	13%	-1%	u	u	x	19%[10 µM]	-1%
Cc1ccc(CCN2CC(C(=O)NCCCN(C)Cc3ccccc3)CC2=O)cc1 (stereo not drawn)	10%	-4%	3%	28%	16%	6%	5%
CCOc1ccc2nc(N3CCC(C(=O)N4CCN(C5CCCCC5)CC4)CC3)sc2c1	-19%	-18%	-5%	u	u	-10%	2%
NNC(=O)c1ccc(Oc2cc(Cl)cc(Cl)c2)o1	5%	4%	-5%	-2%[9.22 µM]	x	-9%[10 µM]	10%
CC1=C(C(=O)OCC2CCCO2)C(c2ccccc2)NC(=O)N1 (stereo not drawn)	10%	4%	-5%	-8%	1%	3%	7%
COc1ccc(-c2coc3cc4oc(=O)cc(-c5ccccc5)c4cc23)cc1F	-2%	-10%	-3%	-4%	-23%	-73%[inhibitor][10 µM]	3%
c1ccc(Cc2cc[n+](Cc3ccccc3)cc2)cc1	-2%	5%	1%	-11%[9.22 µM]	7%[46 µM]	14%[10 µM]	6%
COc1ccc2c(c1)N(C)C(=O)CC(c1ccccc1)=N2	-5%	1%	-6%	u	13%	6%	5%
O=C(NCc1ccccc1)C1CCCN(C(=O)Nc2ccccc2)C1 (stereo not drawn)	-4%	4%	-11%	-8%	-5%	-8%	-1%
CC(C)c1ccc(NC(=O)C2CCCN(S(=O)(=O)c3cnc[nH]3)C2)cc1 (stereo not drawn)	1%	0%	2%	22%	4%	-3%	3%
CN(C)S(=O)(=O)c1cccc(NC(=O)COC(=O)/C=C/c2cccs2)c1	6%	1%	-4%	-10%	10%[46 µM]	-36%	2%
O=C(NNc1nc(-c2ccccc2)cs1)c1ccccc1	-12%	2%	-2%	-29%	u	u	u
COC(=O)c1sccc1OC(C)C(C)=O (stereo not drawn)	-3%	-2%	6%	0%	4%	-6%	4%
COc1nc2cc(C)ccc2cc1-c1noc(-c2cccnc2)n1	-4%	-1%	-1%[15.4 µM]	-1%	1%	-3%[0.074 µM]	10%
COc1cccc(/C=N\NC(=O)C2=NNC(=O)C2C)c1O (stereo not drawn)	-15%	u	-4%	-27%	-3%	1%[10 µM]	u
COC(=O)C1=C2N(Cc3ccccc3)C(C)=C(C(=O)OC)C(c3ccccc3)N2C(=O)[C@](O)(C(=O)OC)C1 (stereo partly drawn)	3%&3%[17.4 µM]	11%&-3%[13.1 µM]	x	x	x	-8%&5%[10 µM]	x
CC(C)NCC(O)COCCOc1ccc(Br)cc1 (stereo not drawn)	-7%	9%	0%	-23%	0%	x	-1%

Screening data deposited in PubChem BioAssay by National Center for Advancing Translational Sciences (NCATS).
